# Assay outcomes (PubChem BioAssay)
# GBA enhancer – enhancers of human beta-glucosidase activity in Gaucher fibroblasts. P04062. L444P Gaucher fibroblasts, 4-MU-glucoside fluorescence, 3 days. activation, % at 10 µM. 30,000 compounds, 0.44% hits; in the data active = activation above about 65%;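 note: 0% = vehicle wells and 100% = positive control wells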
# Starred values were filed as active, the others as inactive. Not all compounds are listed. The share of hits here may be higher or lower than overall.
SMILES,GBA enhancer
CC1=NN(c2ccccc2)C(=O)C1,-16
COc1ccc(CN(CCN(C)C)c2ccccn2)cc1,-41
CN(C)CCCN1c2ccccc2Sc2ccccc21,-24
NS(=O)(=O)c1cc2c(cc1C(F)(F)F)NC(Cc1ccccc1)NS2(=O)=O (centres undefined),-11
C[C@]12CC[C@H]3[C@@H](CCC4=CC(=O)CC[C@@]43C)[C@@H]1CC[C@@H]2C(=O)CO,-17

# 2 compounds picked at random from the list so far, as already listed:
SMILES,GBA enhancer
NS(=O)(=O)c1cc2c(cc1C(F)(F)F)NC(Cc1ccccc1)NS2(=O)=O (centres undefined),-11
CN(C)CCCN1c2ccccc2Sc2ccccc21,-24
